Screening data deposited in PubChem BioAssay by several laboratories.
HIF-2a block – HIF-2a reporter inhibitors, primary screen, luminescence, 786-0 RCC cells. inhibition, % at 18.8 µM. 360,000 tested, 0.72% active. 786-0 RCC cells HIF-2a reporter, luciferase luminescence, overnight. AID 624352, 2012;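 active means inhibition of the luminescence signal of 40% or more relative to plate controls, in a single-dose primary screen at 18.75 µM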
iPSC survival up – enhancers of single-cell hiPSC survival, primary screen, ATPlite luminescence | 360,000 tested, 0.044% active | survival enhancement, % at 20 µM | 100% = ROCK inhibitor wells, 0% = DMSO; in the data active means survival enhancement above about 18%;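 further: cells exposed to compounds for 16 hours before the ATP read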
CaV13 FRET inh – Primary screen for inhibitors of IQ motif and Ca2+-dependent inactivation inhibitor domain binding in CACNA1D, Förster resonance energy transfer in living cells, …; inhibition, % at 12.3 µM; 340,000 tested, 0.098% active; HEK cells, CFP/YFP FRET ICDI-IQ, plate reader, 10 min; percent FRET-ratio fall versus neutral wells;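 active means mean replicate inhibition of at least 30% and at least 1% of replicates passing that level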;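 further: 0% = median of the neutral control wells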
HTR2A ag – mouse Htr2a agonists via beta-arrestin recruitment, primary screen, cell-based, luminescence; 5-hydroxytryptamine receptor 2A (Mus musculus), P35363; CHO-K1 mHTR2A beta-arrestin complementation; percent of 30 µM serotonin response; activation, % at 7.6 µM; 360,000 tested, 0.66% active;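 active means activation above a run cutoff, the mean activation of all tested compounds plus 3 SD, cut at about 14% in these data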;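 further: 0% = plate median of compound wells and 100% = 30 µM serotonin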
Target sequence (P35363 whole entry, looked up): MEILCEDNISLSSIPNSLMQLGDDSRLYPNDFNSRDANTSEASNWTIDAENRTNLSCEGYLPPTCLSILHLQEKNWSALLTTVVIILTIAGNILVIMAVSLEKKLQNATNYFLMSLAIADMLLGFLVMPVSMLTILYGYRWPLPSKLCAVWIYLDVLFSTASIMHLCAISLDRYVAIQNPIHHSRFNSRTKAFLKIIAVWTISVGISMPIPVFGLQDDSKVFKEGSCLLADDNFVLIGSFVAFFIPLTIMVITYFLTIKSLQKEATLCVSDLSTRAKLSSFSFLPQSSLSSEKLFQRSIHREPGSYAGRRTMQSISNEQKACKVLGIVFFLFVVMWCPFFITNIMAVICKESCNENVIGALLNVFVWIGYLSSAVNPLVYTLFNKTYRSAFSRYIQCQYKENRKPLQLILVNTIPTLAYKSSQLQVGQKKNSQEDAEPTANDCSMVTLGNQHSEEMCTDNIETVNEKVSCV
Shn3 inh set2 – reduction of Shn3 3'UTR firefly luciferase signal, primary screen, Schnurri-3 inhibitor project, cell-based, Clone20 osteoblasts, set 2. Clone20 osteoblast Shn3 3'UTR firefly luciferase, 24 h. inhibition, % at 12.5 µM. 360,000 tested, 0.52% active;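 active means mean inhibition of at least 75% with every replicate also reaching 75%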;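 further: 0% = median of neutral control wells and 100% = pilot-screen positive control compound; some compounds past the cut are filed as inactive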
NR2E3 ag-1 – NR2E3 agonists in two-hybrid cells, primary screen, cell-based, luminescence, CHO-S, Gal4-NCOR/VP16-NR2E3; AID 602229, 2012; luciferase; 360,000 tested, 0.35% active; inhibition of corepressor binding, % at 3.98 µM; Photoreceptor-specific nuclear receptor (Homo sapiens), Q9Y5X4;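 active means inhibition above the mean of all tested compounds plus 3 SD, cut at about 70% in these data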;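 further: 0% = DMSO with NR2E3 transfected cells and 100% = cells lacking NR2E3 construct; higher means lower luciferase signal from less NR2E3 corepressor binding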
Peg3 prom inh – Peg3 promoter-driven luciferase inhibitors, primary screen, cell-based, HeLa, luciferase luminescence. AID 588405, 2011. 360,000 tested, 1.7% active. HeLa PEG-Prom luciferase reporter, overnight. inhibition, % at 20 µM;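 active means inhibition of at least 50% at 20 µM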
NR2E3 ag-2 – inhibitors of NR2E3-RetCOR corepressor binding, primary screen, NR2E3 agonist project, biochemical, TR-FRET, GST-NR2E3, biotin-RetCOR | 1536-well | 320,000 tested, 0.12% active | Photoreceptor-specific nuclear receptor (Homo sapiens), Q9Y5X4 | AID 2300, 2010 | inhibition of corepressor binding, % at 4.78 µM;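 active means percent inhibition above the cutoff of mean plus 3 SD of all tested compounds, set per screening campaign, cut at about 20% in these data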;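 further: 0% = DMSO wells and 100% = biotin wells as full block of FRET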
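Material: NR2E3–RetCOR corepressor complex / Amount: 1.35 nM GST-NR2E3 / Medium: Tris pH 7.5 / Compound: single nominal compound dose of 4.8 µM / Incubation: 5 h at 4 °C / Technique: TR-FRET, Eu(K)-anti-GST donor, streptavidin-D2 acceptor, ex 340, em 617/671 nm / Read-out basis: percent loss of FRET ratio relative to control wells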
TRPM1 prom inh – inhibitors of MITF-dependent TRPM1 promoter reporter, primary screen, cell-based, SK-MEL-5, single point, luciferase | AID 488899, 2010 | 330,000 tested, 0.83% active | SK-MEL-5 TRPM1 promoter luciferase, 24 h | inhibition, % at 12.5 µM;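 active means mean inhibition across replicates of 60% or more, whatever share of single replicates reaches that level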; further: values of inactives mirror those of a sister screen read the other way
H9c2 protect – cardioprotection against H2O2-induced cell death, primary screen, uHTS, H9c2 cells, ATPLite luminescence; AID 588492, 2011; 360,000 tested, 0.63% active; protection from H2O2 cell death, % at 20 µM; H9c2 cardiomyocytes, H2O2 injury protection, 2 h;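 active means compounds giving at least 50% protection of heart cells from peroxide-induced death in the single-dose screen, raw or plate-pattern-corrected value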;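 further: 0% = DMSO wells with peroxide and 100% = DMSO wells without peroxide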
PDI turbidity – inhibitors of human PDI, primary screen, biochemical, turbidity, single point, plate reader; inhibition, % at 10 µM; 350,000 tested, 0.052% active; PDI insulin aggregation turbidity, A650, 90 min;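 active means mean inhibition across replicates of 30% or more, whatever share of single replicates reach that level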;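 further: absorbance from insulin aggregation driven by PDI reduction with DTT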
Target sequence (P07237 whole entry, looked up): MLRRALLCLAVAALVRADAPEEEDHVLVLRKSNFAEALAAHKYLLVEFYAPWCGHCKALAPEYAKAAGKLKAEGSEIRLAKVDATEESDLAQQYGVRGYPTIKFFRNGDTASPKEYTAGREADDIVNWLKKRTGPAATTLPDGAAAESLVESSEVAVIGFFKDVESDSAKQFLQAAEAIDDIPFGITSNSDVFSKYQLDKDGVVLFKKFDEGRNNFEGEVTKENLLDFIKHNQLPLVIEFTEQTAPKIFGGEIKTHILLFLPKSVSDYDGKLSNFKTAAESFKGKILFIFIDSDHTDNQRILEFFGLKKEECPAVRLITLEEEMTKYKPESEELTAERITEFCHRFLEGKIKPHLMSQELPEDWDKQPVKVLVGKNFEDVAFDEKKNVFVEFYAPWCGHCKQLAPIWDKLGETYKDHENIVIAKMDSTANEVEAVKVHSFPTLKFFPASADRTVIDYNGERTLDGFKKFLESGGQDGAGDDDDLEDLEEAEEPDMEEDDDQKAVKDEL
* marks the source's active call; other numbers are inactive results.

What do the screens show for `CCCCn1nnc(NC(=O)c2sc3cc(Cl)ccc3c2Cl)n1`?
HIF-2a block: -29; iPSC survival up: 0.6; CaV13 FRET inh: -4; HTR2A ag: -5; Shn3 inh set2: -21; NR2E3 ag-1: 1; Peg3 prom inh: -30; NR2E3 ag-2: 16; TRPM1 prom inh: -5; H9c2 protect: 14; PDI turbidity: 0

What do the screens show for `COc1ccc(Cl)cc1NC(=O)CN(C)C(=O)CN1C(=O)NC(C)(C)C1=O`?
HIF-2a block: 3; iPSC survival up: -0.5; CaV13 FRET inh: -6; HTR2A ag: 0; Shn3 inh set2: -3; NR2E3 ag-1: -43; Peg3 prom inh: 29; NR2E3 ag-2: 4; TRPM1 prom inh: -4; H9c2 protect: 10; PDI turbidity: -3

What do the screens show for `O=C(Cc1ccc(F)cc1)Nc1ccc(S(=O)(=O)N2CCCC2)cc1`?
HIF-2a block: 6; iPSC survival up: -0.3; CaV13 FRET inh: -1; HTR2A ag: -3; Shn3 inh set2: 1; NR2E3 ag-1: 2; Peg3 prom inh: 13; NR2E3 ag-2: -1; TRPM1 prom inh: -7; H9c2 protect: -4; PDI turbidity: 8

How did COc1cc(/C=C/C(=O)N2CCCN(C(=O)/C=C/c3cc(OC)c(OC)c(OC)c3)CC2)cc(OC)c1OC do in these assays?
HIF-2a block: 5; iPSC survival up: 0.6; CaV13 FRET inh: -5; HTR2A ag: -3; Shn3 inh set2: 0; NR2E3 ag-1: 23; Peg3 prom inh: 4; NR2E3 ag-2: 0; TRPM1 prom inh: 10; H9c2 protect: -5; PDI turbidity: -7

How did Cc1cc(N2CCN(C)CC2)n2cc(-c3ccc(F)cc3)nc2n1 do in these assays?
HIF-2a block: 1; iPSC survival up: 0.4; CaV13 FRET inh: -5; HTR2A ag: -4; Shn3 inh set2: 3; NR2E3 ag-1: -8; Peg3 prom inh: 4; NR2E3 ag-2: 1; TRPM1 prom inh: -8; H9c2 protect: 4; PDI turbidity: -13

Results for Cc1ccc(OCC(=O)N/N=C\c2ccc(O)cc2)c([N+](=O)[O-])c1 ?
HIF-2a block: -3; iPSC survival up: 3.0; CaV13 FRET inh: -4; HTR2A ag: -3; Shn3 inh set2: 6; NR2E3 ag-1: 5; Peg3 prom inh: 16; NR2E3 ag-2: 1; TRPM1 prom inh: 0; H9c2 protect: -2; PDI turbidity: -10

Results for CC12CCC(=O)N1C(C(=O)Oc1cccc(F)c1)CS2 (centres undefined) ?
HIF-2a block: 5; iPSC survival up: -0.6; CaV13 FRET inh: -11; HTR2A ag: 5; Shn3 inh set2: -12; NR2E3 ag-1: 22; Peg3 prom inh: -2; H9c2 protect: 0; PDI turbidity: 9

Results for COc1ccc(NC(=O)CSc2ccc(-c3cccs3)nn2)c(OC)c1 ?
HIF-2a block: 16; iPSC survival up: -0.5; CaV13 FRET inh: -3; HTR2A ag: -4; Shn3 inh set2: 28; NR2E3 ag-1: -22; Peg3 prom inh: -1; NR2E3 ag-2: -2; TRPM1 prom inh: 11; H9c2 protect: -1; PDI turbidity: -3

How did O=C1NC[C@H](Cc2ccccc2)N(CCc2cc(C(F)(F)F)cc(C(F)(F)F)c2)C1=O do in these assays?
HIF-2a block: 3; iPSC survival up: -0.5; CaV13 FRET inh: -12; HTR2A ag: 4; NR2E3 ag-1: 1

How did O=C(Nc1cccc([N+](=O)[O-])c1)c1ccc(CSc2ccccc2)cc1 do in these assays?
HIF-2a block: -44; iPSC survival up: -4.6; CaV13 FRET inh: -8; HTR2A ag: -11; Shn3 inh set2: 14; NR2E3 ag-1: -2; Peg3 prom inh: -18; NR2E3 ag-2: 3; TRPM1 prom inh: -14; H9c2 protect: -5; PDI turbidity: 0

Results for Cc1ccccc1NC(=O)COC(=O)CCc1c[nH]c2ccccc12 ?
HIF-2a block: 7; iPSC survival up: -0.3; CaV13 FRET inh: -6; HTR2A ag: 1; Shn3 inh set2: -2; NR2E3 ag-1: -4; Peg3 prom inh: 5; NR2E3 ag-2: 1; TRPM1 prom inh: 0; H9c2 protect: 7; PDI turbidity: 5

How did Cc1cccc(NC(=O)Cn2cc(C(=O)c3ccco3)c3ccccc32)c1 do in these assays?
HIF-2a block: -18; iPSC survival up: -1.9; CaV13 FRET inh: -5; HTR2A ag: 6; Shn3 inh set2: 76; NR2E3 ag-1: 3; Peg3 prom inh: 9; NR2E3 ag-2: 2; TRPM1 prom inh: 14; H9c2 protect: 11; PDI turbidity: -5

What do the screens show for `COc1ccc(OC)c(-c2nn(-c3ccccc3)cc2C(=O)NC2(C)CCS(=O)(=O)C2)c1` (centres undefined)?
HIF-2a block: 16; iPSC survival up: -0.1; CaV13 FRET inh: -6; HTR2A ag: 2; Shn3 inh set2: 13; NR2E3 ag-1: -16; Peg3 prom inh: 11; H9c2 protect: 1; PDI turbidity: -3

Results for C/C(=N/NC(=O)c1ccncc1)C1=C(O)CC(C)(C)CC1=O ?
HIF-2a block: 11; iPSC survival up: -0.2; CaV13 FRET inh: -5; HTR2A ag: 5; Shn3 inh set2: 2; NR2E3 ag-1: -14; Peg3 prom inh: 0; NR2E3 ag-2: 2; TRPM1 prom inh: 7; H9c2 protect: 5; PDI turbidity: 7

How did O=C1OCC(CO)(CO)N=C1NNc1ccc(Cl)c(Cl)c1 do in these assays?
HIF-2a block: -49; iPSC survival up: -0.9; CaV13 FRET inh: -7; HTR2A ag: -3; Shn3 inh set2: -18; NR2E3 ag-1: -50; Peg3 prom inh: -6; NR2E3 ag-2: -5; TRPM1 prom inh: 5; H9c2 protect: 3; PDI turbidity: 5

Results for CC(C)c1ccc(/C=N/N2CCN(c3ccccn3)CC2)cc1 ?
HIF-2a block: -230; iPSC survival up: 0.7; CaV13 FRET inh: -4; HTR2A ag: 1; NR2E3 ag-1: 12; Peg3 prom inh: -165; NR2E3 ag-2: 3; TRPM1 prom inh: -43; H9c2 protect: -3; PDI turbidity: 1

How did OC1(c2cccs2)CN(c2ccc(Cl)cc2)C2=[N+]1CCCC2 (centres undefined) do in these assays?
HIF-2a block: 11; iPSC survival up: 0.7; CaV13 FRET inh: -7; HTR2A ag: -5; Shn3 inh set2: 27; NR2E3 ag-1: -2; Peg3 prom inh: -7; NR2E3 ag-2: 2; TRPM1 prom inh: 0; H9c2 protect: -1; PDI turbidity: -1

What do the screens show for `CCC(C)C(=O)Nc1ccc(S(=O)(=O)N2CCCC2)cc1` (centres undefined)?
HIF-2a block: 13; iPSC survival up: -0.8; CaV13 FRET inh: -17; HTR2A ag: 0; Shn3 inh set2: 9; NR2E3 ag-1: -5; Peg3 prom inh: 11; NR2E3 ag-2: 1; TRPM1 prom inh: 0; H9c2 protect: 4; PDI turbidity: -4

What do the screens show for `CCOc1ccc(NC(=O)CSc2nnc(C)n2CC)cc1`?
HIF-2a block: 12; iPSC survival up: 0.3; CaV13 FRET inh: -19; HTR2A ag: 10; Shn3 inh set2: 3; NR2E3 ag-1: -35; Peg3 prom inh: -5; NR2E3 ag-2: 6; TRPM1 prom inh: 4; H9c2 protect: -1; PDI turbidity: 3

What do the screens show for `Cc1cc(C)cc(NC(=O)CN2C(=O)COc3ccc(S(=O)(=O)N4CCCC4)cc32)c1`?
HIF-2a block: 16; iPSC survival up: 1.0; CaV13 FRET inh: -8; HTR2A ag: 7; Shn3 inh set2: 12; NR2E3 ag-1: 3; Peg3 prom inh: 5; NR2E3 ag-2: 0; TRPM1 prom inh: 4; H9c2 protect: -7; PDI turbidity: 0

What do the screens show for `COc1ccc(OC)c(NC(=O)CN2C(=O)C(=O)N(Cc3ccccc3)C2=O)c1`?
HIF-2a block: 15; iPSC survival up: 0.0; CaV13 FRET inh: -6; HTR2A ag: -2; Shn3 inh set2: -7; NR2E3 ag-1: -13; Peg3 prom inh: 10; NR2E3 ag-2: 0; TRPM1 prom inh: -1; H9c2 protect: -3; PDI turbidity: -2

Results for O=C(N/N=C/c1ccc(OC(F)F)cc1OC(F)F)NC1CCCCC1 ?
HIF-2a block: -5; iPSC survival up: 3.9; CaV13 FRET inh: -5; HTR2A ag: -3; Shn3 inh set2: 16; NR2E3 ag-1: 1; Peg3 prom inh: -8; NR2E3 ag-2: 7; TRPM1 prom inh: -4; H9c2 protect: -1; PDI turbidity: 7

How did COCCNC(=O)C(c1cccnc1)N(Cc1ccc(C)cc1)C(=O)Cn1nnc2ccccc21 (centres undefined) do in these assays?
HIF-2a block: 13; iPSC survival up: -0.2; CaV13 FRET inh: -2; HTR2A ag: 0; Shn3 inh set2: 10; NR2E3 ag-1: -6; Peg3 prom inh: 2; NR2E3 ag-2: -2; TRPM1 prom inh: 5; H9c2 protect: 4; PDI turbidity: 1

What do the screens show for `CCc1cccc(C)c1NC(=O)CCN1C(=O)NC(C)(C)C1=O`?
HIF-2a block: 5; iPSC survival up: -0.3; CaV13 FRET inh: -5; HTR2A ag: 4; Shn3 inh set2: -17; NR2E3 ag-1: -8; Peg3 prom inh: -2; NR2E3 ag-2: -1; TRPM1 prom inh: 0; H9c2 protect: 4; PDI turbidity: 7

What do the screens show for `O=C(c1cc2c([nH]c1=O)CCCC2)N1CCc2c([nH]c3ccccc23)C1c1ccccc1F` (centres undefined)?
HIF-2a block: 14; iPSC survival up: 0.4; CaV13 FRET inh: 6; HTR2A ag: -3; Shn3 inh set2: 13; NR2E3 ag-1: -1; Peg3 prom inh: 20; NR2E3 ag-2: 2; TRPM1 prom inh: 15; H9c2 protect: 0; PDI turbidity: -3
